Source: PubChem BioAssay (several laboratories)
DNA FID counter = fluorescent intercalator displacement, NS3 helicase counter-screen. DNA fluorescent intercalator displacement, fluorescence. inhibition, % at 7.9 µM. 290,000 tested, 0.17% active. AID 1845; in the data active = inhibition above about 37%;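 also: 0% = vehicle and 100% = reference compound; higher means more ethidium bromide displaced from hairpin DNA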
NALP1 inh = NALP1 inhibition; 280,000 tested, 0.61% active; AID 2071; inhibition, % at 10 µM; S. cerevisiae NALP1/ASC/caspase-1 growth, X-gal OD620, 72 h; in the data active = inhibition mostly above about 24%, no sharp cut-off; inactive = mostly below about 32%; also: some compounds called inactive have numbers as strong as hits
MEKK2mut PB1 HTS = signal of MEK5 binding to mutant human MEKK2 PB1 domain; bead flow cytometry, Alexa488-MEK5 binding to MEKK2 mutant; percent response, % at 10 µM; 290,000 tested, 0.35% active; in the data active = percent response above about 24%, passing the limit was not always enough; also: inactives centre near 1; some results filed as inactive read as strong as hits; reference of the scale not given here
MEKK2wt PB1 HTS = raises or lowers MEK5 binding to wildtype human MEKK2 PB1 domain; bead flow cytometry, Alexa488-MEK5 binding to MEKK2 WT; actives lie on both sides; Q9Y2U5; binding response (% of control), % at 10 µM; 290,000 tested, 1.1% active; in the data active = binding response below about 67% or above about 130%
PfM18AAP inh = blocks P. falciparum M18 aspartyl aminopeptidase; recombinant PfM18AAP, H-Glu-NHMec fluorogenic cleavage; inhibition, % at 7.35 µM; 290,000 tested, 1.2% active; AID 1822;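 active = inhibition above the campaign mean inhibition over all tested compounds plus 3 SD, cut at about 28% in these data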;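 also: 0% = plate median of test compound wells and 100% = 2 mM ZnCl2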
PHOSPHO1 inh = PHOSPHO1 (human) inhibition | recombinant PHOSPHO1, absorbance phosphatase assay | inhibition, % at 13.3 µM | 290,000 tested, 1.1% active | AID 1565; in the data active = inhibition above about 60%
Target sequence (Q8TCT1 whole entry, looked up): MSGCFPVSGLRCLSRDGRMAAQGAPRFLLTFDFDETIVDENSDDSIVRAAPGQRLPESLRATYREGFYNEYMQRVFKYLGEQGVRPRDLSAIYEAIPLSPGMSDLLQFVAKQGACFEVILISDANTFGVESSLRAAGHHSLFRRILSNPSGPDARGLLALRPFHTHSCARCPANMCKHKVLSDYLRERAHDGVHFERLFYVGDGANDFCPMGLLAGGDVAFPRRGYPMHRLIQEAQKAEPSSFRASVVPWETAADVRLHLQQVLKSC
GPR7 antag = human neuropeptides B/W receptor 1 antagonism | GPR7-expressing cells, fluorescence antagonist assay | inhibition, % at 4.4 µM | 290,000 tested, 1.1% active | AID 1861; in the data active = inhibition above about 16%, passing the limit was not always enough;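 also: cells stimulated with the agonist NPW; 0% = agonist with vehicle and 100% = vehicle without agonist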
Target sequence (P48145 whole entry, looked up): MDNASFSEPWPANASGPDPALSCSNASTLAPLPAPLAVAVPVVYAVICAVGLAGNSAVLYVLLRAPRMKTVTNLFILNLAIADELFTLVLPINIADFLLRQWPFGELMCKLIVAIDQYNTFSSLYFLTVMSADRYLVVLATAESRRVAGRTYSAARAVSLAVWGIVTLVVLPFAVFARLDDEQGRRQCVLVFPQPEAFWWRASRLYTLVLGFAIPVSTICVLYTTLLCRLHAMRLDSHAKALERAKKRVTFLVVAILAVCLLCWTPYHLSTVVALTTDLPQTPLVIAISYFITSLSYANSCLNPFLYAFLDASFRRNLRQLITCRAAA
MEKK3 PB1 HTS = MEKK3-MEK5 PB1 interaction, increase or decrease. Q99759. binding response (% of control), % at 10 µM. 290,000 tested, 1.4% active. AID 1529. bead-based flow cytometry, Alexa488-MEK5 binding to MEKK3; actives lie on both sides; 0 = blocked by unlabeled MEK5, 100 = vehicle;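 active = binding response more than 3 SD above or below the average of its plate-row segment, actives on both sides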;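 also: Alexa488 bead fluorescence after subtracting the streptavidin-only scavenger bead signal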
OXTR agonist = agonists of human oxytocin receptor; P30559; CHO-OTR cells, Fluo-8 calcium fluorescence; normalized: DMSO 0%, oxytocin 100%; activation, % at 3 µM; 320,000 tested, 0.32% active;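 active = activation above the mean of all tested compounds plus 3 SD, cutoff set per screening run, cut at about 20% in these data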;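 also: peak over basal fluorescence ratio from a 100 s FLIPR kinetic read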
Target sequence (P30559 whole entry, looked up): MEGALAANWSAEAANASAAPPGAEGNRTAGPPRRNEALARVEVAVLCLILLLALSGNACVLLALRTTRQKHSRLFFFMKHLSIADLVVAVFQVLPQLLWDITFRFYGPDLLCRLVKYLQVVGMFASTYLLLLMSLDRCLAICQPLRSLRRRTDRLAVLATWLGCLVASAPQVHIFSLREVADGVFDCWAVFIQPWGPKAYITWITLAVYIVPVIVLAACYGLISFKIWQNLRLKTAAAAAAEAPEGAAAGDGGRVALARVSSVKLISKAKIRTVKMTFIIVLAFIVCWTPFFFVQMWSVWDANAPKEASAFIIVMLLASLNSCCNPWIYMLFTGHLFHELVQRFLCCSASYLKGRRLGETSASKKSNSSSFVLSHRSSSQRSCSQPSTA
The depositor's hits bear a star; . = not tested or not shown; [ ] = another dose, or the depositor's remark.

SMILES	DNA FID counter	NALP1 inh	MEKK2mut PB1 HTS	MEKK2wt PB1 HTS	PfM18AAP inh	PHOSPHO1 inh	GPR7 antag	MEKK3 PB1 HTS	OXTR agonist
CC(C)C1Nc2c(O)cc(Cl)c([N+](=O)[O-])c2C2C=CCC21 (stereo unspecified)	-5	-7	-4	97	14	22	-5	99	.
CCC(=O)Nc1cccc(NC(=S)NC(=O)Cc2ccccc2)c1	-12	0	-3	96	-13	50	3	94	2.0
CN(C)c1ccc(N/C(N)=N/c2nc(C(F)(F)F)cc(C(F)(F)F)n2)cc1	2	0	-4	96	6	16	-14	99	-0.8
COCCn1c(SCc2cccc(F)c2)nc2cc(C(=O)OC)ccc2c1=O	-33	25	-5	104	-14	6	-2	107	.
Cc1ccc2nc(-c3cccc(Br)c3)cc(C(=O)NC3CC3)c2c1	-7	17	0	105	-7	34	-11	101	-0.5
O=C(NC1CCSc2ccccc21)c1ccc(F)cc1 (stereo unspecified)	-8	7	2	108	-1	48	-2	102	-1.0
CCCCCCCCCCCCN1[C@@H](CC(C)=O)c2cc(F)ccc2S1(=O)=O	.	.	5	111	.	.	.	108	0.0
Cn1c(=O)n(C)c2cc([N+](=O)[O-])c(N3CCN(C(=O)c4ccccc4)CC3)cc21	-5	1	5	106	3	-2	-15	102	2.4
COc1ccc(S(=O)(=O)N2CCSCC2)cc1C(N)=O	1	-27	2	111	-2	.	-5	103	-0.5
O=C(NC1CCCCC1)c1ccc(S(=O)(=O)N2CCCCC2)cc1	-4	8	-8	94	-9	10	-3	99	-0.7
O=C(NCC1COc2ccccc2O1)Nc1ccccc1F (stereo unspecified)	-2	10	-28	59	-8	20	5	51	-1.5
Cc1ccc2sc(NC(=O)c3ccc(N4C(=O)CCC4=O)cc3)nc2c1C	-1	22	-3	99	0	4	4	107	3.4
Cc1nnc(SCC(=O)Nc2nccs2)o1	-5	4	4	108	2	18	-11	103	0.6
COc1ccccc1C1C2=C(CCCC2=O)N(CC(=O)O)C2=C1C(=O)CCC2	-4	14	-3	92	3	34	15	96	-0.3
O=C1COc2ccccc2N1Cc1ccc(Cl)cc1	-13	4	15	110	4	30	-17	109	-2.1
N#Cc1ccc(OCC(=O)N/N=C2/CC(c3ccccc3)Oc3ccccc32)cc1 (stereo unspecified)	-3	12	-1	96	-13	-17	6	97	0.7
O=C(Cn1cc([N+](=O)[O-])cn1)Nc1ccn(Cc2c(F)c(F)cc(F)c2F)n1	0	-4	5	106	2	12	1	106	0.6
CC(=O)CSc1nnc(CSc2ncccn2)n1C1CCCCC1	-16	0	2	103	4	43	-4	101	-0.2
CN(C)CCCn1c(=O)n(Cc2ccco2)c(=O)c2c3c(sc21)CCCCC3	17	34	0	115	-13	8	-1	108	1.8
CCn1c(C)nc2cc(C(=O)N/N=C/c3cccc(O)c3O)ccc21	-13	9	5	104	25	32	-7	101	0.8
O=C(c1cc(COc2ccc(F)c(F)c2)on1)N1CCN(C/C=C/c2ccccc2)CC1	-16	14	6	109	3	41	15	104	.
CNC(=S)Nc1ccc(Nc2ccccc2)cc1	4	-6	10	107	7	37	-15	104	1.1
CCC(C)(C)NC(=O)C(c1ccc(OC)cc1)N(C(=O)CCC(=O)Nc1cc(C)on1)c1ccc2c(c1)OCCO2 (stereo unspecified)	-54	2	8	107	5	28	2	106	-2.0
CC/C(=N\NC(=O)C(N)=O)c1ccccc1O	-6	26	3	100	3	2	-11	100	0.8
CCC(OC(=O)c1nsc(Cl)c1Cl)C(=O)NC(C)(C)CC (stereo unspecified)	-4	12	-25	99	-7	29	-1	104	-2.7
O=C(O)CC1C(=O)NCCN1Cc1cccs1 (stereo unspecified)	0	22	-3	99	-5	-1	-7	98	1.0
Cc1cc(C)nc(SCC(=O)Nc2ccc(S(=O)(=O)NC(C)(C)C)cc2)n1	-23	21	4	104	5	-5	-1	111	7.7
COc1cccc(/C=C(/C#N)c2nc3ccccc3[nH]2)c1OC(C)C(=O)O (stereo unspecified)	-23	-15	5	104	-2	38	1	102	2.2
CC1(C)Cc2cccc(OCC(=O)N3CCN(c4ccc([N+](=O)[O-])cc4)CC3)c2O1	-9	.	3	98	-3	-6	5	59*[inhibitor]	-1.8
Cc1ccc(-n2nc3c(=O)n(C(C)C(=O)NCCC4=CCCCC4)nc(C)c3c2C)cc1 (stereo unspecified)	-41	17	6	99	-5	24	1	101	12

Part of the list above, set out differently.
Compound | DNA FID counter | NALP1 inh | MEKK2mut PB1 HTS | MEKK2wt PB1 HTS | PfM18AAP inh | PHOSPHO1 inh | GPR7 antag | MEKK3 PB1 HTS | OXTR agonist
CC/C(=N\NC(=O)C(N)=O)c1ccccc1O | -6 | 26 | 3 | 100 | 3 | 2 | -11 | 100 | 0.8
CC1(C)Cc2cccc(OCC(=O)N3CCN(c4ccc([N+](=O)[O-])cc4)CC3)c2O1 | -9 | . | 3 | 98 | -3 | -6 | 5 | 59*[inhibitor] | -1.8
O=C(c1cc(COc2ccc(F)c(F)c2)on1)N1CCN(C/C=C/c2ccccc2)CC1 | -16 | 14 | 6 | 109 | 3 | 41 | 15 | 104 | .
CNC(=S)Nc1ccc(Nc2ccccc2)cc1 | 4 | -6 | 10 | 107 | 7 | 37 | -15 | 104 | 1.1

Following part
SMILES	DNA FID counter	NALP1 inh	MEKK2mut PB1 HTS	MEKK2wt PB1 HTS	PfM18AAP inh	PHOSPHO1 inh	GPR7 antag	MEKK3 PB1 HTS	OXTR agonist
COCCN(CCOC)CC(O)COC(c1ccccc1)c1ccccc1 (stereo unspecified)	4	-7	0	109	-8	37	1	111	-0.3
CCOC(=O)c1ccccc1NC1c2ccccc2C(=O)N1C1CCN(C(=O)OCC)CC1 (stereo unspecified)	-30	26	3	105	5	-31	-2	109	-2.8
Cc1cc(C)n(-c2ccc(C(=O)NCCCN3CCOCC3)cc2)n1	-1	-3	-1	103	-18	17	-10	107	1.1
O=C(c1cccs1)N1CCc2c([nH]c3ccccc23)C1c1ccc(Cl)cc1 (stereo unspecified)	-11	-22	-17	90	1	6	20	101	-0.3
CC(=O)Nc1ccc(S(=O)(=O)Nc2nc3ccccc3nc2N2CCCCCC2)cc1	-18	4	0	98	6	-8	-1	100	2.1
COc1cc(OC)c(C(=O)Nc2ccc3ccccc3c2)cc1OC	-17	3	2	104	0	10	-3	99	0.3
CCOc1ccc2nc(NC(=O)C(NS(=O)(=O)c3cccs3)C(C)C)sc2c1 (stereo unspecified)	-11	.	-13	87	-3	16	-10	87	-1.2
O=C1NC(=O)/C(=C\c2ccc(OCc3cccc(C(=O)O)c3)c(Cl)c2)N1	-26	12	-4	95	2	4	-12	96	-1.0
COc1ccc(NC(=O)CN2CCN(c3ccccc3C)CC2)cc1	-13	2	8	108	-6	.	-6	98	-0.1
O=C(COc1ccc2c(c1)CCC2)N1CCN(c2ccc(F)cc2)CC1	-38	12	5	108	-9	35	7	104	-1.2
COc1ccc(Nc2cnn(-c3nc4ccccc4s3)c(=O)c2Cl)cc1	-4	-15	-1	102	5	-17	-1	109	-2.2
CC(C)c1nc2sc3ccccc3c(=O)c2c(=O)n1Cc1ccccc1	1	7	-13	92	-8	3	-3	92	-0.2
COc1ccc(C(=O)C2CCCN(C/C=C/c3ccccc3OC)C2)c(OC)c1 (stereo unspecified)	20	-2	-17	84	-6	24	-1	68	2.0
O=C(CCCCCN1C(=O)c2ccccc2C1=O)NC1CCCC1	-18	12	4	103	-6	3	-14	107	0.4
CCC(=O)Nc1ccc(C(=O)CSc2nnc(-c3ccc(O)cc3)n2CC2CCCO2)cc1 (stereo unspecified)	-14	-7	2	105	0	29	-2	100	-0.3
COc1ccc(C(C(=O)NC2CCCC2)N(Cc2cccnc2)C(=O)c2snc(C(N)=O)c2N)cc1 (stereo unspecified)	-31	12	5	104	2	23	-5	104	-0.2
COc1ccc(C(=O)Nc2nc(C)c3cc4c(cc3n2)OCO4)cc1	-1	25	-1	106	2	-21	-1	119	-0.4
CCOC(=O)C(CC)Sc1nnc2cc(C)c3ccccc3n12 (stereo unspecified)	-28	.	7	103	7	.	-10	109	-2.1
Cc1cc(C(=O)N/N=C/C=C/c2ccccc2)n[nH]1	-7	.	10	104	4	8	-2	104	1.4
COC(=O)C1=C(C)Nc2c(c(=O)n(C)c(=O)n2C)C1c1ccc(Cl)cc1 (stereo unspecified)	0	3	-2	101	-4	6	-2	94	-1.6
Cc1ccc(S(=O)(=O)C(F)(F)F)cc1NC(=O)c1cccnc1	5	0	-3	100	1	4	-11	101	0.3
CCOC(=O)c1c(/N=C/c2cc(C)ccc2O)sc2c1CCN(C)C2	4	28	33	124	2	17	-8	102	0.9
O=c1c(C=Nc2ccc(Oc3ccccc3)cc2)c[nH]n1-c1cccc(Cl)n1	-1	22	-11	80	5	42	-11	86	-0.2
CNc1c(NS(=O)(=O)c2ccc(F)c(Cl)c2)c(=O)oc2ccccc12	-14	8	1	103	-1	30	-6	102	4.0
CCOCCCNC(=O)C1CCCN(S(=O)(=O)c2ccc(-n3cnnn3)cc2)C1 (stereo unspecified)	-8	2	9	116	-2	14	-16	107	0.5
Cc1ccc(-c2nnc(SCC(=O)N(C)C)nc2-c2ccc(C)cc2)cc1	-40	21	2	99	0	22	-4	102	-1.2
CCN1C(=O)CC(N2CCC(C(=O)N3CCCCCC3)CC2)C1=O (stereo unspecified)	-5	33	-24	76	1	30	-11	74	1.9
O=C(NCc1ccc(OC(F)(F)F)cc1)c1cc(-c2ccccc2)nn1CC1CC(c2cccnc2)=NO1 (stereo unspecified)	.	.	2	100	.	.	.	99	-0.8
N=C1c2ccccc2CN1NC(=O)c1cccc(S(=O)(=O)N2CCCCC2)c1	0	23	1	101	1	-18	-5	103	-0.2
O=C(N/N=C/c1cccs1)c1cc(-c2ccc(Cl)s2)[nH]n1	-5	-10	-2	94	6	19	-10	100	1.3
CC(=O)N1CCN(Cc2nc3cc(NC(=O)NC4CCCCC4)ccc3n2C)CC1	-18	12	-1	98	4	29	3	100	-0.5
O/N=C(/c1ccc(Cl)cc1)C1CC1c1ccccc1 (stereo unspecified)	-6	3	-1	97	7	.	34*	101	-1.6
CCCN1C(=O)c2ccc(C(=O)Nc3ccc4c(c3)OCO4)cc2C1=O	-7	-5	2	100	-7	18	-16	100	-0.3
COC(=O)c1ccccc1NC(=O)Cn1nnc(-c2ccc3c(c2)OCO3)n1	-3	23	-5	92	3	33	-9	98	0.7
CC(=O)c1ccccc1Oc1nc(CN2CCOCC2)nc2scc(-c3cccs3)c12	-17	-18	1	102	-5	1	3	95	-1.3
COc1ccc(-c2nnc(Nc3ccc(S(=O)(=O)Nc4nccs4)cc3)c3ccccc23)cc1	-14	-4	2	105	1	-1	-20	106	.
CCOC(=O)N1CCN(C(=O)CN(Cc2ccccc2)S(=O)(=O)c2ccc(OC)c(Cl)c2)CC1	-6	14	-1	96	-7	8	-1	97	-1.6
COc1ccc(-c2c(C)[nH]n3c(=O)c(Cc4ccccc4)c(C)nc23)cc1OC	-28	-4	7	105	6	43	-8	107	-1.1
O=C(O)/C(=C\c1cccc(F)c1)c1ccc(S(=O)(=O)N2CCCCC2)s1	-26	19	2	81	-4	-6	-5	99	0.5
N#Cc1c(NC(NC(=O)c2ccco2)C(=O)c2ccccc2)sc2c1CCCC2 (stereo unspecified)	-6	-1	-3	88	22	17	-14	94	-1.8
COc1ccc(Cc2nc(C(=O)Nc3ccc(F)cc3)cs2)cc1	-11	-1	2	102	-5	-3	-6	104	2.8
Cc1ccccc1N(CC(=O)NC(C)(C)C)C(=O)CCC(=O)Nc1nccs1	-33	19	22	109	-3	40	-10	105	0.3
CCn1c(COc2c(C)cccc2C)nnc1SCC(=O)N1CCN(c2ccccc2)CC1	-36	-1	-5	93	-14	33	5	95	3.1
